# Screening results (PubChem BioAssay)
# EP2 modulator: modulates human prostaglandin E2 receptor EP2 signaling; P43116; EP2-expressing cells, cAMP HTRF FRET, PGE2 co-stimulation; induction, % at 25 µM; hit rate 0.83% among 260,000;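 active = compounds whose cAMP rise, as percent of the full-agonist control response, exceeds 60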;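 also: rat C6 glioma line stably carrying human EP2 under a CMV promoter; the protocol text gives 20 µM as final concentration; 100% = response of wells given 1 µM PGE2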
# Target sequence (P43116 whole entry, looked up): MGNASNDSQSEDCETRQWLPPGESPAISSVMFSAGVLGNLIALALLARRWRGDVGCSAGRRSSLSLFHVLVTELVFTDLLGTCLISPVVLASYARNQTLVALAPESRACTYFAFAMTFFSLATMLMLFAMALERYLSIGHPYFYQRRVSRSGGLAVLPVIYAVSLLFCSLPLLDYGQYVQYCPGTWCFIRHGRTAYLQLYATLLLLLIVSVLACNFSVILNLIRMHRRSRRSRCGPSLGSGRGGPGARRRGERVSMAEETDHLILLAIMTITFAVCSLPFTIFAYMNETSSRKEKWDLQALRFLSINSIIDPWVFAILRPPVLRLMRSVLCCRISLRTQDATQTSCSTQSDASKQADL
# Runt-SMMHC FRET: blocks binding of human RUNX1 Runt domain to CBFb-SMMHC | hit rate 0.74% among 220,000 | Cerulean-Runt/Venus-CBFb-SMMHC FRET ratio 530/480, 1 h | Q01196+Q13951 | inhibition, % at 20 µM;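 active = mean inhibition across duplicate retests at 20 µM reaching about 50%, limit read from the data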;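 also: 0% = DMSO wells and 100% = wells with excess untagged CBFb-SMMHC; inhibitors lower the FRET ratio by blocking Runt binding to CBFb-SMMHC; some results filed as inactive read as strong as hits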
# TNF death inh: blocks TNF-alpha induced death of Jurkat FADD-/- cells; Jurkat FADD-/- TNF necroptosis rescue, ATP luminescence, 24 h; 0 = TNF only, 100 = no-TNF cells; hit rate 0.068% among 220,000; activation (protection from cell death), % at 10 µM;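 active = activation, meaning protection from cell death, of at least 50% relative to plate controls; inactive = activation below 50%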;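 also: necroptosis triggered by 40 ng/mL TNF-alpha added together with compound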
# PERK inh: inhibitors of human PERK kinase; CHO PERK-DD fusion, SEAP luminescence translation reporter; inhibition, % at 5.6 µM; hit rate 0.17% among 220,000; Q9NZJ5;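 active = inhibition above the mean inhibition of all tested compounds plus 3 SD, set separately per screening campaign, cut at about 2.9% in these data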;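 also: PERK kinase domain activated by AP20187 dimerizer at 100 nM; 0% = DMSO with dimerizer and 100% = rapamycin at 8.4 µM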
# PGE2 EP2 inh: blocks the human prostaglandin E2 receptor EP2 | P43116 | C6 glioma cells expressing human EP2, cAMP TR-FRET; cells stimulated with saturating PGE2 | inhibition, % at 25 µM | hit rate 0.52% among 260,000 | AID 1422;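 active = percent inhibition above 40 after rounding to a whole number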;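 also: rat C6 glioma host cells with rolipram phosphodiesterase inhibitor present; the protocol text gives 20 µM as final concentration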
# Hck-Nef inh: inhibitors of human Hck kinase activated by Nef; P08631; hit rate 0.68% among 220,000; inhibition, % at 20 µM; AID 463187; Recombinant Hck-YEEI plus Nef, Z-Lyte FRET kinase assay;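 active = Hck-Nef kinase inhibition above about 50%, limit read from the data; inactive = inhibition below that limit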;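 also: 0% = DMSO with Hck plus Nef and 100% = Hck alone without Nef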
# Target sequence (P08631 whole entry, looked up): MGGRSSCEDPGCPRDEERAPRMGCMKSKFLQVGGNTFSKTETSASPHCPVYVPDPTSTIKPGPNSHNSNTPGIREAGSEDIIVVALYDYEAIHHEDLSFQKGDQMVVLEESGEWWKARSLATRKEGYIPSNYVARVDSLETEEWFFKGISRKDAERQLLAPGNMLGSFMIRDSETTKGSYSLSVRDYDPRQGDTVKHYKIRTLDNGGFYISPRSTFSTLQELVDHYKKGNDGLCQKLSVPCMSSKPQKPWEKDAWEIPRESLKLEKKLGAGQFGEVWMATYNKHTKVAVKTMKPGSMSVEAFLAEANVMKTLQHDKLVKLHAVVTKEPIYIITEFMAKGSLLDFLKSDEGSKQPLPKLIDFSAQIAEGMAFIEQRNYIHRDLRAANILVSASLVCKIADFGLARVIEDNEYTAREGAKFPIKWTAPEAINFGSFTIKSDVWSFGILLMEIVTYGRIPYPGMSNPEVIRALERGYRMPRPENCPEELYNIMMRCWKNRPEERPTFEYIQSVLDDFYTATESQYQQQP
# RBBP9 inhibitor: inhibitors of human serine hydrolase RBBP9 | hit rate 0.2% among 220,000 | O75884 | inhibition, % at 7.94 µM | recombinant RBBP9, FP-Rh probe fluorescence polarization;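 active = inhibition above the campaign mean of all tested compounds plus 3 SD, cut at about 14% in these data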;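 also: plate controls were DMSO wells with RBBP9 for no effect and wells lacking RBBP9 protein for full effect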
# Target sequence (O75884 whole entry, looked up): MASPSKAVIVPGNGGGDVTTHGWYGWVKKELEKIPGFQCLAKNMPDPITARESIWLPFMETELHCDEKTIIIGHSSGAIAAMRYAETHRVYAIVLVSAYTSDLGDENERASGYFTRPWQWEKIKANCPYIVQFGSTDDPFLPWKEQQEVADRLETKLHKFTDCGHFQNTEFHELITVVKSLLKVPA
#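 Test system: recombinant human RBBP9; Timing: 30 min then 45 min, 25 °C; Detection: fluorescence polarization; Control set: RBBP9 with DMSO as uninhibited control, no-protein wells as full inhibition; Compound dosing: one concentration, 7.94 µM nominal, 0.794% DMSO; Probe or stimulus: FP-Rh activity-based probe, 375 nM before mixing.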
# Runt-CBFb FRET: blocks binding of human RUNX1 Runt domain to CBFb; Cerulean-Runt/Venus-CBFb FRET ratio 530/480, 1 h; inhibition, % at 20 µM; hit rate 0.46% among 220,000; AID 1496;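 active = inhibition over about 50% at 20 µM in the single-dose screen, limit read from the data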;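 also: 0% = DMSO wells and 100% = excess unlabeled CBFb competitor control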
#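 System: Cerulean-labeled Runt domain protein | Quantity: 100 nM of each labeled protein | Schedule: 1 h compound exposure, room temperature | Detection: Fluorescence energy transfer, 422 nm excitation, 530/480 nm emission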
# L929 necroptosis: L929 zVAD cell death inhibition. AID 1377. L929 zVAD necroptosis rescue, ATP luminescence, 24 h; with zVAD 60 µM. viability rescue, % at 10 µM. hit rate 0.38% among 220,000;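 active = activation, scaled between plate controls, above about 75%, limit read from the data; inactive = activation under that limit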;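 also: 0% = zVAD with DMSO and 100% = DMSO alone without zVAD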
# * = called active by the depositor; nt = not tested or not shown. An excerpt (hit frequency here may not be typical).
Structure	EP2 modulator	Runt-SMMHC FRET	TNF death inh	PERK inh	PGE2 EP2 inh	Hck-Nef inh	RBBP9 inhibitor	Runt-CBFb FRET	L929 necroptosis
Cc1cccc(-c2ccc(C=Nc3c(C)n(C)n(-c4ccccc4)c3=O)o2)c1	40	-6	-2.2	1.3	17	4	-2	-5	0.8
CC(=O)N1CC(C)c2scc(C)[n+]2-c2ccccc21 (stereo not drawn)	24	2	0.8	0.8	11	4	-4	0	-0.3
Cc1cc(OCC(=O)N(Cc2ccco2)C2CCS(=O)(=O)C2)ccc1Cl (stereo not drawn)	5	0	0.0	-2.1	10	16	-7	0	0.3
CCOc1ccccc1NC(=O)CCn1cccc1	-19	-3	-0.2	1.7	9	6	2	-1	0.6
C=CCOc1ccc(/C(O)=C2/C(=O)C(=O)N(CCN3CCOCC3)C2c2ccc(C)cc2)cc1 (stereo not drawn)	-4	2	0.0	-0.1	10	3	1	-2	0.2
Clc1ccc(Nc2nc(C3CC3)cs2)cc1	6	-4	1.9	1.6	nt	3	-6	4	0.5
COc1ccc(NC(=O)CCN2CCCC(C)C2)cc1 (stereo not drawn)	3	-1	0.4	0.2	13	-1	10	-4	0.7
COc1ccc(/C=C/c2ccncc2)c2ccccc12	34	-4	-0.9	-0.9	11	13	-7	0	0.6
Cc1nnc(SCC(=O)N/N=C/c2cn(-c3ccccc3)nc2-c2ccccc2)n1-c1ccccc1	-7	-7	-7.0	-0.5	15	2	-2	-6	0.4
O=C(O)CC1CCC(=C(Cl)Cl)C1 (stereo not drawn)	-46	0	-3.1	0.5	7	0	6	-2	0.8
Cc1ccc(-c2ccc(S(=O)(=O)NCC3CCCO3)cc2)cc1 (stereo not drawn)	-32	0	-0.4	0.4	7	14	2	-2	7.4
Cc1nn(C)c(C(=O)N/N=C/c2cccc3ccccc23)c1Cl	-38	2	1.7	-0.2	10	5	-12	-1	nt
Cc1ccc(Oc2nc3c(c(=O)n(Cc4ccccc4F)c(=O)n3C)n2C)cc1	12	-1	-4.0	0.1	6	6	-1	0	-0.2
Cc1cc(C(=O)COC(=O)c2n[nH]c3ccccc23)c(C)n1CC1CCCO1 (stereo not drawn)	-11	3	-3.1	-0.8	26	1	-11	1	0.2
C=CCN1C(=NC(=O)CCC)SC2CS(=O)(=O)CC21 (stereo not drawn)	11	-2	-0.9	0.6	6	0	-2	-2	-0.4
Clc1ccc(-c2nc3cnccn3c2NC2CCCC2)cc1	-45	-61	-4.2	-0.1	10	1	-6	-27	1.0
Cc1cc(C)cc(NC(=S)NCc2ccc(S(N)(=O)=O)cc2)c1	-20	0	1.8	1.1	5	22	-5	0	4.1
O=C(CN1CCCCC1)NNc1nc(-c2ccccc2)c2cc(Cl)ccc2n1	21	-2	3.0	-0.3	7	7	0	1	0.5
O=Cc1ccc(O)c(O)c1	31	3	-6.7	2.3	11	-3	-8	-1	1.9
CCOc1ccccc1C(=O)N[C@H](C(=O)NCc1ccccc1)C(C)C	-4	-2	0.4	-0.2	3	11	-10	0	1.6
O=C(C1CC1)N1N=C2CCCCC2C1(O)C(F)(F)F (stereo not drawn)	31	0	0.0	2.2	2	-36	5	-1	1.0
OCC1(CCCc2ccccc2)CCN(Cc2cc(F)ccc2F)CC1	-39	0	4.3	1.7	9	-5	-4	-4	0.1
CC(c1ccon1)N(C)Cc1c(C(=O)N(C)Cc2ccccc2)nc2ccccn12 (stereo not drawn)	-35	5	-1.1	-0.7	4	12	-12	0	0.0
CS(=O)c1ccccc1-c1nc(-c2cccc(Cl)c2)no1 (stereo not drawn)	-39	-1	-0.2	0.2	6	26	-9	-1	1.1
COC(=O)c1ccc(N2C(=O)CC(N3CCN(C(=O)c4ccco4)CC3)C2=O)cc1 (stereo not drawn)	-3	2	1.1	-0.1	7	-4	2	0	4.6

Structure	EP2 modulator	Runt-SMMHC FRET	TNF death inh	PERK inh	PGE2 EP2 inh	Hck-Nef inh	RBBP9 inhibitor	Runt-CBFb FRET	L929 necroptosis
COCCCNC(=O)CSc1ccsc1[N+](=O)[O-]	8	-2	2.1	0.4	4	19	0	0	9.0
CCc1ccccc1OCC(=O)Nc1nc(-c2cccnc2)cs1	-70	-2	-0.6	-0.2	22	-9	-14	1	0.1
O=C(O)CC1C(=O)NCCN1C/C=C/c1ccccc1 (stereo not drawn)	6	0	1.9	0.3	6	10	1	0	0.8
COc1cc(Cl)c(S(=O)(=O)N2CCCC2)cc1Cl	-9	nt	-0.4	0.1	5	18	-6	nt	0.1
c1coc(CNC2C3CC4CC(C3)CC2C4)c1 (stereo not drawn)	3	-2	1.9	-0.5	3	1	-6	7	-0.3
CCOCCCNC(=S)NCCCNc1nc2ccc(C)cc2cc1C#N	-27	89*	1.1	-0.4	9	40	-4	93*	0.2
CC1Cc2ccccc2N1C(=O)Cn1cnc2ccccc21 (stereo not drawn)	-21	1	0.2	-0.2	2	-9	0	0	-0.1
Cc1ccc(/C=C2/C(=O)ON=C2c2ccccc2)o1	-50	5	-11	1.3	80*	28	1	24	0.7
Cc1cc(/C=C(\C#N)C(=O)NCc2ccco2)c(C)n1-c1ccc(C(=O)O)cc1	2	nt	1.2	0.9	6	24	-12	nt	2.4
COc1ccc2[nH]c(C(=O)Nc3ncc(C)cc3Br)cc2c1	-16	2	0.1	0.0	5	17	-7	0	0.7
Cc1ccc(CNC(=O)C2CCN(S(=O)(=O)c3ccc4c(c3)OCCCO4)CC2)cc1	-7	1	3.9	-0.1	8	0	-12	0	-0.3
Cc1ccc(S(=O)(=O)N2CCCCC2)cc1NC(=O)COC(=O)C1CC2C=CC1C2 (stereo not drawn)	3	-1	-0.4	-0.4	8	0	-7	0	0.2
C=CCn1c(CNC(=O)c2ccco2)nnc1SCC(=O)Nc1cccc(F)c1	7	-3	0.6	1.5	14	-5	-2	2	1.5
CC(C)[C@H](NC(=O)c1ccccc1Cl)C(=O)NC1CCCCCC1	13	0	0.9	0.5	6	15	-1	0	4.7
CN(C)/N=C/c1ccc(OS(=O)(=O)c2ccccc2)cc1	-74	2	1.3	0.5	8	15	-16	-3	-1.9
CC1(C(=O)NC2CCCC2)CCC(=O)N1Cc1ccccc1 (stereo not drawn)	16	2	-1.8	-0.1	3	1	0	3	0.0
Cc1cc(C)c(C)c(OCCCn2ccnc2)c1	-8	4	2.2	-0.7	-1	11	-5	1	-0.8
COc1cnc(-c2ccccn2)nc1Oc1ccc(Cl)cc1	22	-9	-5.9	-0.8	4	2	-12	1	1.4
O=C(NCC1CCCO1)C1CCN(C2CCN(Cc3ccco3)CC2)CC1 (stereo not drawn)	-2	0	-0.2	0.5	6	30	-3	-1	0.4
CC(C)OC(=S)N/C(=N\S(=O)(=O)c1ccccc1)c1ccccc1	14	0	-2.5	1.9	4	1	3	2	-0.2
CC1(C)CC(NC(=O)C(=O)NCCc2ccccc2)CC(C)(C)N1	-12	-6	1.3	0.9	6	-1	-2	3	0.4
CN1CCN(C(=O)c2cc(COc3ccc(F)cc3Cl)on2)CC1c1ccccc1 (stereo not drawn)	-5	-6	1.5	0.3	2	2	-1	-3	0.5
O=C(COC(=O)/C=C/c1cccc(C(F)(F)F)c1)NCc1ccccc1	0	2	1.5	1.6	3	3	-7	-1	1.2
C=CCOC(=O)C1=C[C@H](c2coc3ccccc3c2=O)C[C@H](OCc2ccc(CO)cc2)O1	5	-7	1.1	0.8	6	4	0	-3	0.5
Cc1cccc(C(=O)Oc2ccc(/C=N/NC(=O)c3ccccc3O)cc2)c1	-70	-1	1.1	0.2	22	4	-2	3	0.3

Structure	EP2 modulator	Runt-SMMHC FRET	TNF death inh	PERK inh	PGE2 EP2 inh	Hck-Nef inh	RBBP9 inhibitor	Runt-CBFb FRET	L929 necroptosis
CCC1CCCCN1C(=O)CSc1nc2c(cnn2-c2ccc(C)cc2)c(=O)[nH]1 (stereo not drawn)	23	0	-0.8	3.2*	12	1	-2	1	-0.6
COc1cc(-c2nnc(CSc3nnc(Nc4ccc(Oc5ccccc5)cc4)s3)o2)cc(OC)c1OC	21	4	2.8	-1.3	0	-2	-4	-6	3.7
COc1ccc2[nH]c(C(=O)N3CCCN(Cc4ccc(F)cc4)CC3)cc2c1	-74	-1	-0.6	0.1	7	7	-7	-3	0.5
COC(=O)CCC(=O)Nc1ccccc1C(N)=O	-17	-4	-2.1	0.7	3	0	-7	1	-0.1
CN1C(=O)/C(=N\OC(=O)c2cccc3ccccc23)c2ccccc21	-15	-3	-16	2.0	10	-1	-14	-1	-0.1
CCOC(=O)N1CCN(C(=O)CN(c2ccc3c(c2)OCO3)S(C)(=O)=O)CC1	-1	-6	-1.2	-1.3	12	1	4	-3	0.0
O=C(N/N=C/c1cc2ccccc2[nH]1)c1ccccc1Cl	-25	-1	-1.6	1.3	2	37	3	-1	-0.1
COc1cc(-c2cc(C(=O)Nc3ccccc3N3CCOCC3)c3ccccc3n2)cc(OC)c1OC	23	0	-4.6	1.2	3	-7	-2	-1	0.3
CC(C)(C)NC(=O)/C=C/c1ccc(C(F)(F)F)cc1	-23	3	5.0	0.7	9	7	0	-4	nt
Cc1coc2cc3oc(=O)c4c(c3cc12)CCCC4	14	41	0.2	1.0	17	3	-8	19	1.0
CC(=O)Nc1ccc(NC(=O)Cc2ccc(S(=O)(=O)N3CCCCC3)s2)cc1	-21	-2	-0.7	-0.1	4	5	-1	1	nt
O=C(NC(=S)N1CCN(C2CCCCC2)CC1)c1ccccc1	18	1	0.5	-1.0	12	13	-5	1	2.1
O=C(O)[C@@H](c1ccccc1)N1Cc2ccccc2C1=O	3	-12	0.1	-0.1	9	0	8	-9	-0.6
CCC1(CC)NC(=O)N(CC(=O)NCc2ccc3c(c2)OCO3)C1=O	27	1	0.1	1.0	3	-1	-2	-1	0.1
Cc1onc(-c2c(F)cccc2Cl)c1C(=O)Nc1ccc(S(=O)(=O)Nc2ncccn2)cc1	11	-1	-2.1	0.3	7	1	-7	-2	0.0
Cc1cc(S(=O)(=O)N2CCN(c3ccc(F)cc3)CC2)c(C)s1	-20	-1	4.5	0.3	8	-1	-4	-1	1.1
CC(=O)[C@H]1[C@H](c2cccc(Cl)c2)C(C#N)(C#N)[C@@H]2c3ccccc3C=CN21	9	7	-0.7	0.6	8	2	-6	4	0.2
CC(C)NC(=O)c1cnc(Sc2ncc(C(F)(F)F)cc2Cl)n1C	5	-5	0.8	-0.6	17	1	-2	2	-0.5

# Exported as labelled records: part of the list above.
> O=C(N/N=C/c1cc2ccccc2[nH]1)c1ccccc1Cl
- EP2 modulator: -25
- Runt-SMMHC FRET: -1
- TNF death inh: -1.6
- PERK inh: 1.3
- PGE2 EP2 inh: 2
- Hck-Nef inh: 37
- RBBP9 inhibitor: 3
- Runt-CBFb FRET: -1
- L929 necroptosis: -0.1

> COc1cc(-c2cc(C(=O)Nc3ccccc3N3CCOCC3)c3ccccc3n2)cc(OC)c1OC
- EP2 modulator: 23
- Runt-SMMHC FRET: 0
- TNF death inh: -4.6
- PERK inh: 1.2
- PGE2 EP2 inh: 3
- Hck-Nef inh: -7
- RBBP9 inhibitor: -2
- Runt-CBFb FRET: -1
- L929 necroptosis: 0.3
